Bioassay records (PubChem)
TDP1 block = blocks human tyrosyl-DNA phosphodiesterase 1; recombinant TDP1, AlphaScreen DNA substrate cleavage; Potency, µM (highest dose often 130 µM), inactives show at the top dose activity change, negative = inhibition, actives largely listed as inhibitors; 350,000 compounds, 0.28% hits; AID 485290; note: nearly all actives have a fitted effect of over 40% in size
Target sequence (Q9NUW8 whole entry, looked up): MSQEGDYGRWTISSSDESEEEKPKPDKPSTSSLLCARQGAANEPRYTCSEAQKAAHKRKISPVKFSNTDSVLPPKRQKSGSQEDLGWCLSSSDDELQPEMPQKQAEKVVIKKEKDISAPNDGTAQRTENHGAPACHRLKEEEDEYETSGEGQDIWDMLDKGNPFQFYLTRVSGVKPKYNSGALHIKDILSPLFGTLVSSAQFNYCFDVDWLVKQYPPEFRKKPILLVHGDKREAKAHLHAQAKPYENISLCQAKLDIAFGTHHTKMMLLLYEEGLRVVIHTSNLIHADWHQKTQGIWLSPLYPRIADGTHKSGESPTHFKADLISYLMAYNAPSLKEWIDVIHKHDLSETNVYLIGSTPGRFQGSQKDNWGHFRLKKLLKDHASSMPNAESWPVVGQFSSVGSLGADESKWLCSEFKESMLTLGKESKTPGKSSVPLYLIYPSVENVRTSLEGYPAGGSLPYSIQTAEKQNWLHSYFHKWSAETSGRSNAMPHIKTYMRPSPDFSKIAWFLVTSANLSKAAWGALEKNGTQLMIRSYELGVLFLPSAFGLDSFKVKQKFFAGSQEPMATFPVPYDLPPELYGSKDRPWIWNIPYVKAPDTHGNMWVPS
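AlphaScreen read-out: signal falls as enzyme removes the 3' tyrosine-FITC from a 5'-biotinylated DNA oligo (15 nM, 5 min, RT). Enzyme was E. coli-made recombinant Tdp1 at 1 nM, exposed to compound for 15 min beforehand; beads 10 ug/ml, 10 min.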
DT40 TDP1 CPT = DT40-hTDP1 cell growth loss with CPT; chicken DT40 Tdp1-/-;hTDP1 cells + 20 nM CPT, ATP luminescence, 48 h; Potency, µM (series often up to 46.2 µM), for inactives: at the top dose activity change, negative = growth inhibition, hits mostly inhibitors; 420,000 compounds, 12% hits; note: nearly all actives have a fitted effect of over 55% in size
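Chicken DT40 Tdp1-/- cells complemented with human TDP1, 400 cells/well, exposed to compounds plus 20 nM camptothecin for at least 48 h at 37 C; viability read as ATP content by CellTiter-Glo luminescence.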
DT40 TDP1 no CPT = qHTS for Inhibitors of human tyrosyl-DNA phosphodiesterase 1 (TDP1): qHTS in cells in absence of CPT. DT40 Tdp1-/- hTDP1 cells, no CPT, ATP luminescence, 48 h. Potency, µM (titrated, usually from 46.2 µM), for the others: top-dose activity change, negative = growth inhibition, hits mostly inhibitors. 420,000 compounds, 15% hits. AID 686978, 2013; note: nearly all actives have a fitted effect of over 55% in size
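A cellular qHTS used chicken DT40 cells lacking endogenous Tdp1 but carrying stably transfected human TDP1. Compounds were applied without camptothecin, and cell growth kinetics were judged by ATP-dependent luminescence after ≥48 hr.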
Numbers without * were called inactive; ? = inconclusive; · = not tested or not shown; & = joins results of further samples; [ ] = dose if it differs, or a comment. Calls come from the whole dose curve; as a rule, active = well fitted curve in the direction sought with a large enough effect; inconclusive = small, poorly fitted or top-dose-only effect, or another doubt; inactive = no such curve, though single readings can be large; an effect the other way counts as inactive or inconclusive. % is set by controls: 0 for no effect and ±100 for the full control effect; potency is the fitted concentration of half-maximal effect.

no.	structure	DT40 TDP1 no CPT	DT40 TDP1 CPT	TDP1 block
1	CC(C)CN1C(=O)CSCC1(C)C(=O)NCc1ccccc1 (centres undefined)	-1%	5%	·
2	CN(C)S(=O)(=O)N1CCN(C(=O)N2CCOCC2)CC1	-3%	-18%	0%
3	Nc1nonc1C(=O)NCCNCc1ccccc1OCc1ccc(F)cc1	16µM*	23µM*	4%
4	Cc1ccc(OCC(=O)NCCc2c[nH]c3ccccc23)cc1	-22%	3%	5%
5	O=C(Nc1ccc(F)cc1)c1cccnc1	?	9.2µM*	3%
6	O=C(CSc1nc(-c2ccco2)cc(C(F)(F)F)n1)Nc1ccc2c(c1)OCO2	?	?	3%
7	C=CCOc1ccc(/C=N/NC(=O)C(=O)Nc2ccccn2)cc1OC	?	-9%	1%
8	N#CCCN(Cc1ccccc1)C(=O)Nc1ccc2c(c1)CCO2	-17%	-2%	·
9	COc1ccc(NC(=O)COC(=O)CNC(=O)c2cccs2)cc1Cl	20%	8%	1%
10	CSC1=NSC2=NC(=O)/C(=C\c3coc4ccccc4c3=O)C(=N)N12	?	-26%	-3%
11	COc1ccc(C(=O)N/N=C2\CCS(=O)(=O)c3ccc(F)cc32)cc1OC	?	18µM*	·
12	COc1ccccc1N(CC(=O)NC1CCCCC1C)S(=O)(=O)c1cccs1 (centres undefined)	?	-16%	0%
13	CCOC(=O)c1ccc(N2C=C(C(=O)OC)C(c3cccc(O)c3)C(C(=O)OC)=C2)cc1	-30%	-16%	·
14	COc1ccc(-c2csc3ncnc(N4CCN(c5ccccc5)CC4)c23)cc1	?	?	3%
15	COc1ccc(CC(=O)NCC2CCCN(Cc3ccc(OC(F)(F)F)cc3)C2)cc1 (centres undefined)	18µM*	0%	·
16	N/C(=N\OC(=O)Nc1ccccc1)c1cccc(C(F)(F)F)c1	-12%	-3%	3%
17	CC1CC(C)(C)C2=NCCN21 (centres undefined)	-2%	19%	·
18	CCc1ccccc1-n1nnnc1-c1cnccc1C(F)(F)F	-24%	?	0%
19	CN(C)C(=S)NCc1ccccc1	10µM*	23µM*	4%
20	Cc1ccc(NCc2nnc(SCC(=O)c3ccc4c(c3)OCCO4)o2)c(C)c1	-15%	-1%	5%

no.	structure	DT40 TDP1 no CPT	DT40 TDP1 CPT	TDP1 block
21	CCc1nnc(NC(=O)CSc2ncnc3c2oc2ccccc23)s1	-5%	-19%	1%
22	CN(Cc1ccccc1)c1nccn2ccnc12	?	?	·
23	CCOCCc1nn2c(=O)cc(CSCC(=O)Nc3cc(C)cc(C)c3)nc2s1	1%	12%	1%
24	Nc1ccn([C@@H]2O[C@H](CNC(=O)[C@@H](Cc3cn(COCc4ccccc4)cn3)NC=O)[C@@H](O)[C@H]2O)c(=O)n1	-9%	1%	·
25	O=C(c1cccc(F)c1)N1CCC[C@@]2(CCN(Cc3ccncc3)C2)C1	-21%	9%	·
26	Fc1cccc(CN2CCN3CCCC3C2C2CCCCC2)c1 (centres undefined)	?	?	3%
27	CC(=O)c1ccc(N2CCN(C(=O)c3ccco3)C(C)C2)c(F)c1 (centres undefined)	26µM*	?	-2%
28	COc1ccccc1NC(=O)CSc1nnc(-c2ccoc2C)n1CC1CCCO1 (centres undefined)	-18%	-7%	-6%
29	COC(=O)N/N=C\C=C\c1ccc2c(c1)OCO2	-34%	-21%	-4%
30	Cn1c(SCC(=O)NNC(=O)c2ccccc2O)nnc1-c1ccccc1	?	?	·
31	N#C/C(=C\c1ccc(F)cc1)C(=O)Nc1ccccn1	-44%	5%	·
32	COC(=O)c1ccc2nc(C)cc(Nc3ccccc3C)c2c1	?	?	·
33	CCN1CCN(c2ncnc3c2c(-c2ccccc2)cn3-c2ccc(F)cc2)CC1	?	?	1%
34	CC(C)=CCN1CCN(C/C(Cl)=C/c2ccccc2)CC1CCO (centres undefined)	-15%	?	·
35	COc1ccc(NC(=O)Cn2nnc(-c3ccc(CN4CCOCC4)cc3)n2)c(OC)c1	-20%	-2%	-2%
36	CC(=O)c1ccc(N2CCN(C(=O)/C=C/c3ccc(S(=O)(=O)N4CCOCC4)cc3)CC2)cc1	15µM*	18µM*	8%
37	COc1cc(OC)c2c(-c3ccccc3)cc(C3CCCCC3)nc2c1	?	?	·
38	COc1ccccc1-n1cnnc1SCC(=O)Nc1cc(C)on1	?	?	5%
39	COCCNC(=O)Cn1nc(C)c2ccccc2c1=O	-10%	19%	8%
40	COc1ccc(-n2c(=O)c3c(c4cc(OC)ccc4n3C)n(CC(=O)N3CCCC3)c2=O)cc1	?	?	6%

no.	structure	DT40 TDP1 no CPT	DT40 TDP1 CPT	TDP1 block
41	C=CCn1c(SCC(=O)N2CCc3ccccc3C2)nc2sc(CC)cc2c1=O	?	?	5%
42	CCO[C@@H]1OC(C(N)=O)=C[C@H](c2coc3ccccc3c2=O)[C@H]1CCCO	-5%	16%	·
43	CCCCn1c(N)c(N(CC(C)C)C(=O)c2cc(-c3ccco3)nc3ccccc23)c(=O)[nH]c1=O	-21%	-2%	·
44	O=C(Nc1ccnn1C1CCN(C(=O)c2c(F)cccc2F)CC1)C1CC1	-4%	3%	3%
45	CCOC(=O)CN(C(=O)COc1nc(-c2ccccc2)cc(C)c1C#N)c1ccccc1	?	-68%	0%
46	NC(=O)Cn1cnc2c(nnn2-c2ccc(F)cc2)c1=O	-7%	-6%	·
47	O=C(c1cnn(-c2nccc(-c3ccccc3F)n2)c1C1CC1)N1CCCCC1c1cccnc1 (centres undefined)	21µM*	4%[9.04 µM]	·
48	Clc1ccc(-n2cccc2)cn1	-1%	13%	2%
49	CCOC(=O)c1ccc2c(c1)N(CC(=O)N1CCCC1)C(=O)C(C)(C)O2	0%	-10%	7%
50	NC(=O)[C@@H]1CC2(CC(c3cccc(NC(=O)CC(c4ccccc4)c4ccccc4)c3)=NO2)CN1C(=O)[C@@H]1CCC(=O)N1 (some centres undefined)	-14%	-13%	5%
51	O=C(CCCCn1c(=O)[nH]c2ccccc2c1=O)NCCC1=CCCCC1	-30%	-4%	6%
52	CC1=C(C(=O)Nc2cccnc2)C(c2ccccc2Cl)n2nc(-c3ccccc3)nc2N1 (centres undefined)	-22%	?	2%
53	Cc1ccccc1CSCC(=O)Nc1ccccc1-c1ccccc1	?	-4%	·
54	CCC(CC)C(=O)N1CCN(c2cccc(C)c2C)CC1	12µM*	15µM*	-5%
55	CCCCNC(=O)c1ccc(N2CCOCC2)c(NS(=O)(=O)c2ccc(OC)cc2)c1	-12%	-13%	8%
56	Cc1nn(C)cc1C(C(=O)NC1CCCCC1)N(C(=O)Cn1nnc2ccccc21)c1ccc(F)cc1 (centres undefined)	3%	-29%	5%
57	CCCCCC(=O)N1C[C@@H](n2cc(-c3ccc(F)cc3)nn2)[C@H](O)C[C@@H]1c1ccc(OC)cc1	?	?	·
58	Cc1ccc(N2CCN(/N=C/c3sccc3C)CC2)cc1	-29%	-18%	5%
59	CCC1(c2ccccc2)NC(=O)N(CC(=O)NCc2ccc(C)cc2)C1=O (centres undefined)	-19%	-3%	·
60	O=C(Nc1ccc(Cl)cc1[N+](=O)[O-])c1ccc2c(c1)OCCO2	-11%	-4%	0%

no.	structure	DT40 TDP1 no CPT	DT40 TDP1 CPT	TDP1 block
61	Nc1nc(CN2CCN(c3ccccn3)CC2)nc(Nc2ccc(F)cc2)n1	-21%	?	8%
62	O=C(N/C(=C/c1cccc([N+](=O)[O-])c1)C(=O)N1CCCCCC1)c1cccs1	?	-7%	3%
63	Cc1cc(=O)oc2ccc(OC(=O)c3cccc(S(=O)(=O)N4CCOCC4)c3)cc12	-29%	-6%	1%
64	OCC12COC(c3ccccc3)N1C(c1ccccc1)OC2 (centres undefined)	-3%	-8%	4%
65	Cc1ccccc1NC(=O)Nc1nc(C2CCC(=O)N2)cs1 (centres undefined)	-29%	?	·
66	COCCCn1c(=NC(=O)c2ccccc2)c(C#N)cc2c(=O)n3cccc(C)c3nc21	?	-4%	-5%
67	CCCCNC(=O)C[C@@H]1C[C@@]2(C(=O)OC)CCCCC=C2N(CCC2=CCCCC2)C1=O	18µM*	?	·
68	CSCCC(NC=O)C(=O)NC(C)C(=O)O (centres undefined)	0.65µM*	2.9µM*	·
69	Cc1nn(CCC(=O)NNC(=S)Nc2ccc(F)cc2)c(C)c1Br	?	?	5%
70	COc1cccc(CNc2ccccc2O)c1OCc1ccccc1F	?	23µM*	11%
71	COc1ccc(/C=C(\C#N)C(=O)Nc2ccc3[nH]c(=O)[nH]c3c2)cc1	-19%	-3%	·
72	COc1cc(NC(=O)c2cccs2)c(OC)cc1NC(=O)Nc1ccc(F)cc1	23µM*	?	·
73	C[C@H](NC(=O)c1cc2cc(Cl)ccc2n1C)C(=O)N1CCC(C(=O)O)CC1	-8%	-14%	·
74	O=C(CCCC(=O)NCCc1ccccc1)NCCc1ccccc1	-8%	-10%	1%
75	CCN(CC)CCCNC(=O)c1nn(-c2cccc(OC)c2)c(=O)c2ccccc12	-3%	-4%	2%
76	CCOc1ccc(N2CC(C(=O)NCCCN3CCOCC3)CC2=O)cc1 (centres undefined)	11%	13%	1%
77	CC(NCc1ccc(S(N)(=O)=O)cc1)C(=O)N1CCc2ccccc21 (centres undefined)	2%	-2%	1%
78	CCN(CC)CCC(=O)N1c2ccccc2Sc2ccc(C(F)(F)F)cc21	-107%	-129%	3%
79	CCN(CC)C(=O)CSCc1cnn(-c2ccccc2)c1-n1cccc1	16µM*	?	-4%
80	COc1ccc(C2=C(C)C(=O)N(Cc3ccc(C(=O)NCc4ccccc4C)cc3)S2(=O)=O)cc1	?	?	5%

no.	structure	DT40 TDP1 no CPT	DT40 TDP1 CPT	TDP1 block
81	CCc1nnc(NC(=O)c2cc(=O)c3cc(C)c(C)cc3o2)s1	-11%	-14%	5%
82	Cc1ccc(N2C(=O)NC(NC(=O)C3CC3)(C(F)(F)F)C2=O)cc1 (centres undefined)	-15%	19%	4%
83	COCc1cc(C)nc2sc(C(=O)Nc3ccccc3Br)c(N)c12	-8%	6%	·
84	Cc1ccc2cc(/C=N/Nc3ccc(C(=O)O)cc3)c(Cl)nc2c1	?	?	-5%
85	CC(=O)N1CCc2cc(S(=O)(=O)CCC(=O)N3CCN(c4ccccc4F)CC3)ccc21	1%&-23%	?	6%&0%
86	O=C(Nc1ccnc(-c2cccnc2)n1)c1cccc(Cl)c1Cl	23µM*	21µM*	3%
87	O=C(CSc1n[nH]c(-c2cccs2)n1)NCc1cccs1	-14%	1%	3%
88	Cc1ccc(OC(=O)c2ccccc2C(=O)OCC(F)(F)C(F)F)cc1	-5%	5%	-5%
89	COc1ccc(C2C3=C(NCCN=C3c3ccccc3)C(=O)N2c2ccccc2)c(OC)c1 (centres undefined)	27%	-17%	3%
90	Cc1ccc(S(=O)(=O)N=C2SCCCS2)cc1	-26%	-13%	2%
91	O=C1NCCN1Cc1cccc(Cl)c1	-14%	7%	6%
92	CCC1CN(CC(=O)NC(C)CO)Cc2cc(OC)ccc2O1 (centres undefined)	-8%	14%[9.04 µM]	·
93	COC(=O)C1=C(C)NC(=S)N(C(C)=O)C1c1ccc(OC)c(OC)c1 (centres undefined)	-2%	-8%	-3%
94	Cc1cc(C(=O)Nc2c(C)nc3ccccn3c2=O)ccc1[N+](=O)[O-]	-18%	-29%	5%
95	CCOC(=O)c1nn(-c2ccccc2)c(=O)cc1OCC(=O)Nc1cc(C)ccc1OC	?	-1%	2%
96	COCCOc1ccc(C(F)(F)F)cc1NC(=O)COC(=O)c1cc([N+](=O)[O-])ccc1N1CCOCC1	23µM*	15µM*	3%
97	CC(=O)NCCc1nc2ccccc2n1CCOc1ccccc1C	?	?	5%
98	CCCC(=O)N1CCC1(C)C(=O)Nc1ccc2c(c1)CCN2C(C)=O (centres undefined)	3%	-10%	·
99	Cc1cccc(NC(=O)CN2CCN(C(=O)c3oc4c(Cl)cccc4c3C)CC2)c1C	?	?	1%

Entries from the list above that contain a furan ring, fused or not, in the order listed:
no.	structure	DT40 TDP1 no CPT	DT40 TDP1 CPT	TDP1 block
6	O=C(CSc1nc(-c2ccco2)cc(C(F)(F)F)n1)Nc1ccc2c(c1)OCO2	?	?	3%
21	CCc1nnc(NC(=O)CSc2ncnc3c2oc2ccccc23)s1	-5%	-19%	1%
27	CC(=O)c1ccc(N2CCN(C(=O)c3ccco3)C(C)C2)c(F)c1 (centres undefined)	26µM*	?	-2%
28	COc1ccccc1NC(=O)CSc1nnc(-c2ccoc2C)n1CC1CCCO1 (centres undefined)	-18%	-7%	-6%
43	CCCCn1c(N)c(N(CC(C)C)C(=O)c2cc(-c3ccco3)nc3ccccc23)c(=O)[nH]c1=O	-21%	-2%	·
99	Cc1cccc(NC(=O)CN2CCN(C(=O)c3oc4c(Cl)cccc4c3C)CC2)c1C	?	?	1%
